From PubChem
M1 ag parental: counter-screen for M1 agonists: effect in parental CHO-K1 cells; Fluo-8 calcium fluorescence; scaled to maximal ATP response, vehicle zero; 360,000 compounds, 0.48% hits; activation, % at 3 µM; in the data active = activation above about 15%;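 also: untransfected CHO-K1 host cells lacking M1 receptor as counterscreen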
OXTR potentiator: human OXTR potentiators, primary screen, fluorescence, CHO-OTR cells, Fluo-8 calcium; Fluo-8 calcium fluorescence, potentiator mode; 0% = oxytocin EC15, 100% = EC100; activation, % at 3 µM; 320,000 compounds, 0.061% hits;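 active = activation above that plate's cutoff, the mean activation of tested compounds plus 3 SD, cut at about 6.6% in these data, passing the limit was not always enough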;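 also: 100% uses oxytocin at 75 nM as the full agonist control; some results filed as inactive read as strong as hits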
Target sequence (P30559 whole entry, looked up): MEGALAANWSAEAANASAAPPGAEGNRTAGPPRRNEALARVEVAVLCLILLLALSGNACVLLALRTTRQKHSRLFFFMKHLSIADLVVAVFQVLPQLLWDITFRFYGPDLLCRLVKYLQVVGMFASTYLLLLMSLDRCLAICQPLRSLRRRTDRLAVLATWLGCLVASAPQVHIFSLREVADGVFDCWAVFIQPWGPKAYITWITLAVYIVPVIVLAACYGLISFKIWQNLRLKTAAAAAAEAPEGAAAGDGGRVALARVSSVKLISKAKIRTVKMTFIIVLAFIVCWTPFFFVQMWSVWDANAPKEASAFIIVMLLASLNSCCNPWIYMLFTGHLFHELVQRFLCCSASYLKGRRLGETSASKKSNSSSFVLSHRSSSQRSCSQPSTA
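System: human OTR in CHO cells; Also added: sub-maximal oxytocin, roughly EC15; Timing: compound 6 min at room temperature before oxytocin, 100 s read; Technique: Fluo-8 intracellular calcium fluorescence, ex 470-495, em 515-575 nm; Controls: oxytocin EC15 low and EC100 high; Replication: singlicate.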
M1 PAM: human M1 muscarinic receptor positive allosteric modulators, primary screen, CHO-K1 cells, Fluo-8 calcium fluorescence, 1536-well; Muscarinic acetylcholine receptor M1 (Homo sapiens), P11229; CHO-K1 hM1, ACh EC20; 0% = ACh EC20, 100% = maximal ACh; activation, % at 3 µM; 360,000 compounds, 0.088% hits; AID 588819, 2011; in the data active = activation above about 19%, passing the limit was not always enough
CHO-K1 Ca antag: counter-screen for M1 antagonists: effect in parental CHO-K1 cells; inhibition, % at 3 µM; AID 602250; 360,000 compounds, 0.6% hits; ATP-induced calcium, Fluo-8 fluorescence;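 active = inhibition above a per-plate cutoff, the plate's mean sample inhibition plus 3 SD, cut at about 24% in these data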;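 also: 0% = DMSO plus EC80 ATP and 100% = DMSO alone without ATP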
CHRM1 agonist: human M1 muscarinic receptor agonists, primary screen, Fluo-8 calcium fluorescence, CHO-K1 cells, HTS; Muscarinic acetylcholine receptor M1 (Homo sapiens), P11229; CHO-K1 hM1, agonist mode; 0% DMSO, 100% acetylcholine EC100; activation, % at 3 µM; 360,000 compounds, 0.33% hits; AID 588814, 2011;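 active = activation above the run's mean compound activation plus 3 SD, cut at about 16% in these data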;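 also: peak over basal fluorescence ratio within a 140 s kinetic read after compound addition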
M4 antag: human M4 muscarinic receptor antagonists, primary screen, CHO cells, Fluo-8 calcium fluorescence; inhibition, % at 3 µM; CHO-hM4 cells, ACh EC80; Muscarinic acetylcholine receptor M4 (Homo sapiens), P08173; 360,000 compounds, 0.73% hits;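 active = inhibition above its plate's cutoff, the mean inhibition of sample wells plus 3 SD, cut at about 27% in these data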;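 also: 0% = acetylcholine EC80 with DMSO and 100% = DMSO without agonist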
Target sequence (P08173 whole entry, looked up): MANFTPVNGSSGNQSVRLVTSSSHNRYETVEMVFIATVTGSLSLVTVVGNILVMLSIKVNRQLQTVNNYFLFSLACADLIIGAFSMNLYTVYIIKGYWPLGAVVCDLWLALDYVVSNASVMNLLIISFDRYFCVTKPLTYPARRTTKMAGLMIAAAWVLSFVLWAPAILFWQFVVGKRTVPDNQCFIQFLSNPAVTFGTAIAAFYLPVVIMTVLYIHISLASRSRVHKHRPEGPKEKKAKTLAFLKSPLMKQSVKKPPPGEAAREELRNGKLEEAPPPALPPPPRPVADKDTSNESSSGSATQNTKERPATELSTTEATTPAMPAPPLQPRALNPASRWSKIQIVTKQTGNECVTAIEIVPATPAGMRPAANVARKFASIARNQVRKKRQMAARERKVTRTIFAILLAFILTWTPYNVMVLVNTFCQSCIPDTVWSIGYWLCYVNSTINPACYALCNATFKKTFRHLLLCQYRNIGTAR
CHRM4 agonist: human M4 muscarinic receptor agonists, primary screen, CHO-K1 cells, Fluo-8 calcium fluorescence; Muscarinic acetylcholine receptor M4 (Homo sapiens), P08173; CHO-K1 hM4/Gqi5; vehicle 0%, full acetylcholine response 100%; activation, % at 3 µM; 360,000 compounds, 0.14% hits;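 active = activation above the run mean over all test wells plus 3 SD, cut at about 32% in these data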;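 also: peak over basal fluorescence ratio per well then scaled between controls; 0% = DMSO wells and 100% = acetylcholine at EC100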
CHO parental Ca: ATP-evoked calcium signal inhibitors, parental CHO, primary screen, counter-screen for OX1R antagonist project, cell-based, fluorescence, Fluo-8 calcium dye | parental CHO-K1, ATP-induced calcium, Fluo-8 fluorescence | inhibition, % at 5.6 µM | 330,000 compounds, 0.63% hits | AID 463079, 2010;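 active = inhibition above that plate's mean sample inhibition plus 3 SD, cut at about 26% in these data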;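 also: 0% = ATP-challenged DMSO wells and 100% = DMSO wells without ATP; some compounds past the cut are filed as inactive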
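test system = CHO parental line | reagent = ATP stimulus | measured by = intracellular calcium via Fluo-8 no-wash fluorescent dye | control set = ATP and no-ATP DMSO wells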
M1 antag: human M1 muscarinic receptor antagonists, primary screen, CHO-K1 cells, Fluo-8 calcium fluorescence, 1536-well; Muscarinic acetylcholine receptor M1 (Homo sapiens), P11229; CHO-K1 hM1, ACh EC80 antagonist; inhibition, % at 3 µM; 360,000 compounds, 1.3% hits;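 active = percent inhibition above its own plate's cutoff, namely the mean of that plate's compound wells plus 3 SD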;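 also: peak over basal fluorescence ratio during 140 s after agonist addition; 0% = ACh EC80 plus DMSO and 100% = DMSO alone without agonist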
An asterisk follows results filed as active; nt = no result given.

SMILES,M4 antag,OXTR potentiator,CHRM4 agonist,M1 PAM,CHO parental Ca,M1 antag,CHRM1 agonist,M1 ag parental,CHO-K1 Ca antag
CCC(C)[C@H](NC(=O)C1(c2ccccc2)CCN(C(=O)OC(C)(C)C)CC1)C(=O)N[C@@H](C(=O)O)c1ccccc1 (stereo partly drawn),-12,-3,1,6,2,-13,-3,0.2,-1
COc1ccc(C(=O)Nc2ccc(Cl)cc2C(=O)N2CCCC(C)C2)cc1 (stereo not drawn),11,2,0,0,-33,2,-5,0.2,-7
Cc1ccc2nc(COc3ccc(N(C)S(=O)(=O)c4ccccc4)cc3)cc(=O)n2c1,2,-20,16,8,-8,-13,-1,15,-11
N#CC1=C2SCN(c3ccccc3)CN2C(=O)CC1c1cccs1 (stereo not drawn),10,-3,1,2,-8,-4,-5,0.1,8
CN(C(=O)c1cccc(NC(=O)Cc2cccc(NC(=O)C3CCN(C(=O)CCc4ccccc4)CC3)c2)c1)C1CC1,1,nt,-1,2,nt,-8,-8,1.4,9
COc1ccccc1N(C(=O)c1snc(C(N)=O)c1N)C(C(=O)NCc1ccccc1)c1ccc(C)o1 (stereo not drawn),6,nt,6,7,nt,-11,-5,2.0,-9
N#Cc1cc(S(=O)(=O)c2ccc(F)cc2)c(N)[nH]c1=O,-3,-9,0,12,-14,-8,-4,15,6
COc1ccc(C(CC(=O)N2CCCCC2)c2c(OC)cc(OC)c3ccc(=O)oc23)cc1 (stereo not drawn),-2,-6,1,5,-13,-7,-10,0.0,-8
CNC(=S)N(CCc1c(C)[nH]c2ccc(C)cc12)Cc1cc(OC)c(OC)c(OC)c1,-19,-6,7,8,-25,-4,2,0.6,-6
COc1cc2c(cc1OC)CN(C(=O)c1ccc(S(=O)(=O)N3CCCCC3)cc1)CC2,-9,0,2,1,-2,-2,-8,0.0,-1
COC(=O)C1=C(C)NC2=C(C(=O)CC(C)(C)C2)C1c1cccc(C)n1 (stereo not drawn),-1,3,0,8,3,-9,-7,0.0,-3
COc1ccc(CC(=O)n2nc(-c3cccnc3)nc2N)cc1,11,-4,1,12,0,-10,0,0.6,-7
COC(=O)c1c(NC(=O)COC(=O)c2ccc(C)s2)sc2c1CCCCC2,11,-3,1,5,-13,-4,-7,2.2,-4
Cc1ccc(N/N=C2/CCCNC2=O)cc1,-2,-10,0,2,-13,-10,-1,0.0,18
CC(C)(C)c1ccc(C(=O)NCc2nnc(SCC(=O)NCc3ccco3)o2)cc1,9,-8,0,8,6,-6,-1,5.6,-3

An excerpt from above in order of heavy-atom count, highest first.
SMILES,M4 antag,OXTR potentiator,CHRM4 agonist,M1 PAM,CHO parental Ca,M1 antag,CHRM1 agonist,M1 ag parental,CHO-K1 Ca antag
COc1ccc(C(CC(=O)N2CCCCC2)c2c(OC)cc(OC)c3ccc(=O)oc23)cc1 (stereo not drawn),-2,-6,1,5,-13,-7,-10,0.0,-8
CC(C)(C)c1ccc(C(=O)NCc2nnc(SCC(=O)NCc3ccco3)o2)cc1,9,-8,0,8,6,-6,-1,5.6,-3
COc1ccc(C(=O)Nc2ccc(Cl)cc2C(=O)N2CCCC(C)C2)cc1 (stereo not drawn),11,2,0,0,-33,2,-5,0.2,-7

(continued)
SMILES,M4 antag,OXTR potentiator,CHRM4 agonist,M1 PAM,CHO parental Ca,M1 antag,CHRM1 agonist,M1 ag parental,CHO-K1 Ca antag
CN(C)CCCNC(CC(=O)Nc1cccc([N+](=O)[O-])c1)C(=O)O (stereo not drawn),-25,0,1,0,-12,7,-5,0.4,0
N#CC1=C(N)NC(SCC(=O)Nc2ccccc2)=C(C#N)C12CCCC2,-6,-16,5,-7,7,-18,1,2.4,-1
O=[N+]([O-])c1cc(C(F)(F)F)ccc1NCCc1c[nH]c2ccccc12,4,-8,3,-1,-26,-12,-8,-0.1,1
CC1(C)CC(=O)C=C(Nc2ccc(Cl)cc2)C1,4,-12,1,6,-10,-9,-4,0.6,-2
NNC(=O)c1ccc2ccccc2n1,-4,nt,0,1,nt,4,-4,-0.3,-4
COCc1c(C(=O)NCC2COc3ccccc3O2)oc2ccccc12 (stereo not drawn),-1,-7,1,-2,-26,1,-6,0.9,-3
S=C(NCc1ccccc1)Nc1nccs1,0,-12,5,10,-1,-15,2,4.3,-14
CC12CCC(=O)N1C(C(=O)Nc1nc(-c3cc(F)ccc3F)cs1)CS2 (stereo not drawn),9,-5,1,-1,-8,-2,-4,0.1,2
CC(C)n1nnnc1C1c2ccccc2C(=O)N1Cc1ccc(F)cc1 (stereo not drawn),-13,nt,0,nt,nt,nt,nt,0.2,-3
Cc1ccccc1CS(=O)(=O)Cc1ccc(C(=O)NCc2ccco2)o1,-4,-5,2,-1,-14,5,-3,1.8,-14
Cn1c(CNC2CCCCC2)nc2ccccc21,6,-2,0,5,-16,-3,-7,0.4,-12
COc1ccc(C)cc1NC(=O)Nc1ccc2c(c1)CCC2,-4,-15,3,8,-9,-19,-6,-0.4,-8
O=C(NCC1CCCO1)c1cnc(Cl)c(Cl)c1 (stereo not drawn),-1,-2,0,6,-2,-7,-4,0.8,-4
COC(=O)[C@]12CCCCC=C1N(Cc1ccc(Cl)cc1Cl)C(=O)[C@H](CC(=O)N1CCSCC1)C2,1,nt,5,nt,nt,nt,nt,0.9,-1
COc1ccccc1N(CC(=O)NC1CCCCC1)C(=O)c1csnn1,4,-5,2,9,-5,-9,-2,1.0,-6
O=C(CN1CCCC1=O)NC1(C(F)(F)F)NC(=O)N(Cc2ccccc2)C1=O (stereo not drawn),11,-1,0,2,-4,-7,-2,-0.4,-4
C/C(=N\NC(=O)CSCc1ccccc1Cl)c1cc(O)ccc1O,3,-12,4,0,-3,6,-3,1.6,-2
O=C1C=C(c2ccc(Oc3ccccc3)cc2)C[C@@H](c2ccc(Cl)cc2)C1,6,-7,1,1,-21,1,-6,-0.1,-10
COc1ccc(S(=O)(=O)c2nnn(-c3cccc(Cl)c3)c2N)cc1,0,-18,9,-4,2,2,11,2.3,25*
CN1C(=O)c2cccc3c(S(=O)(=O)Nc4ccccn4)ccc1c23,2,-12,1,6,-14,-5,-5,0.3,9
COc1ccc(N2CS(=O)CC2=O)cc1 (stereo not drawn),0,-5,1,10,-1,-6,-5,1.8,-4
COc1ccc(C(c2nnnn2C(C)(C)C)N2CCN(c3nc4ccccc4s3)CC2)cc1 (stereo not drawn),2,nt,1,4,nt,-11,-5,0.0,-10
O=C(Cn1c(=O)oc2cc(S(=O)(=O)N3CCCCCC3)ccc21)NC1CCCCC1,-16,-5,2,15,-2,-4,7,-0.7,11
O=C(NCCc1ccccc1)C1CCC(=O)N(Cc2ccc(Cl)cc2)C1 (stereo not drawn),-1,-5,1,7,-13,-8,-6,0.6,-8
Cc1cc(NC(=O)CN2C(=O)NC(C)(c3ccc(OC(F)F)cc3)C2=O)no1 (stereo not drawn),6,-24,10,7,-7,7,17*,8.8,-14
CCOc1ccc(NS(=O)(=O)c2ccc(C(=O)NCC(c3ccco3)N3CCCCC3)cc2)cc1 (stereo not drawn),-3,nt,13,-6,nt,-4,11,6.8,7
CCOc1cc(S(=O)(=O)NCCc2ccc(OC)c(OC)c2)c(OCC)cc1-n1cnnn1,-5,-2,1,5,-7,-2,-6,-0.1,-7
N#Cc1ccccc1OCc1nnc(-c2ccccc2Br)o1,4,-10,5,-2,-18,1,-6,2.3,-6
CCCCCCNc1cc2n(c(=O)n1)CCc1cc(OC)c(OC)cc1-2,-3,0,3,0,-20,2,-5,2.0,-11
Clc1ccc(-c2cc(CSc3ccccc3)on2)cc1,1,-2,-1,-3,-7,-11,-4,-0.2,3
CCOc1ccc(C(=O)CCC(=O)Nc2ncccc2O)cc1,3,-7,0,6,-14,0,-2,0.0,11
O=C(c1ccncc1)N1N=C2CCCCCC2C1(O)C(F)(F)F (stereo not drawn),0,-14,0,5,8,-5,-8,1.2,-4
CCC(C)N(C(=O)COc1ccc(NC(C)=O)cc1)C1CCS(=O)(=O)C1 (stereo not drawn),0,-5,2,6,4,-8,-5,0.3,-12
O=C(CN1C(=O)/C(=C\c2ccccc2Br)Oc2ccccc21)NCCCN1CCOCC1,-4,-9,1,0,-24,1,-3,0.1,-16
COc1ccc(S(=O)(=O)N2CCC(n3cnc4ccccc43)CC2)cc1,-24,-11,5,7,1,-12,-2,1.1,-10
C#CCNC(=O)C1=C[C@@H](C2CCCCC2)[C@H](CCCO)[C@@H](OCC)O1,-13,5,3,11,-15,-6,-6,-0.1,-13
CCCCN(CC)S(=O)(=O)c1ccc(C(=O)N(CCCN(C)C)c2nc3cc(C)cc(C)c3s2)cc1,8,-11,4,-10,5,1,-9,1.0,-17
COc1cc(C2C(C#N)=C(N)OC3=C2C(=O)CC(C)(C)C3)cc([N+](=O)[O-])c1O (stereo not drawn),-8,-7,0,15,-12,-22,-4,0.4,-11
CCOc1cc(CNn2cnnc2)cc(Br)c1OCC(=O)NC1CCCCC1,-1,1,1,3,-25,9,-2,-0.3,29*
O=C(c1ccc(Br)cc1)N1CCC2(CC1)NCCc1[nH]cnc12,-9,4,1,5,-2,-9,-5,0.3,-4
Cn1c(=O)c2c(nc(NC3CCCCC3)n2CC(=O)C23CC4CC(CC(C4)C2)C3)n(C)c1=O,-4,-1,0,8,-12,-6,-1,-0.5,9
CCOc1cc(/C=N/Nc2ncc(C)c(=O)[nH]2)ccc1O,23,-13,18,-4,-6,5,-2,7.1,10
Cc1cccc(OCCC(=O)NCC(=O)Nc2cccc(C)c2C)c1,5,-6,0,10,-10,-10,-9,-0.4,-2
COc1ccccc1CNc1nc(NCc2ccc3occc3c2)c2sccc2n1,22,nt,12,-10,nt,19,0,9.3,19
O=C(Cc1ccccc1F)N1CCN(S(=O)(=O)c2ccc(Cl)cc2)CC1,-8,-11,1,0,-2,-4,-6,0.3,-3
COc1cc2c3nnc(-c4ccc(F)cc4)c-3cn(Cc3ccc(C)cc3)c2cc1OC,-4,-2,0,15,1,-15,-6,0.1,-2
CCC(C)(C)NC(=O)C(c1ccccc1)N(Cc1cccnc1)C(=O)c1csnn1 (stereo not drawn),-10,9,1,12,-10,-18,-3,0.2,-14

Quoted at random: 3 entries already listed, in no set order.
SMILES,M4 antag,OXTR potentiator,CHRM4 agonist,M1 PAM,CHO parental Ca,M1 antag,CHRM1 agonist,M1 ag parental,CHO-K1 Ca antag
CCOc1cc(/C=N/Nc2ncc(C)c(=O)[nH]2)ccc1O,23,-13,18,-4,-6,5,-2,7.1,10
COc1ccccc1CNc1nc(NCc2ccc3occc3c2)c2sccc2n1,22,nt,12,-10,nt,19,0,9.3,19
COc1cc(C2C(C#N)=C(N)OC3=C2C(=O)CC(C)(C)C3)cc([N+](=O)[O-])c1O (stereo not drawn),-8,-7,0,15,-12,-22,-4,0.4,-11
